TrxR1 inh = qHTS Assay for Inhibitors of Mammalian Selenoprotein Thioredoxin Reductase 1 (TrxR1): qHTS | Potency, µM (titrated, usually from 114 µM), for inactives: top-dose activity change, negative = inhibition, usual class: inhibitors | Thioredoxin reductase 1, cytoplasmic (Rattus norvegicus), O89049 | AID 588453, 2011 | 390,000 compounds, 1% hits | recombinant rTrxR1, NADPH fluorescence consumption, selenite substrate; further: potency means the concentration at half of the fitted maximal effect; on the % scale 0 is the no-effect control and ±100 the full control effect; nearly all actives have a fitted effect of over 65% in size
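Rat TrxR1 (90 nM in the dispensed reagent) was pre-reduced with 400 uM NADPH for 5 min at room temperature, then incubated with compound for 15 min. After 400 uM selenite was added, NADPH fluorescence (Ex 340/Em 450 nm) was followed for 8 min.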
RGS4 inhibitor = Inhibitors of Regulator of G Protein Signaling (RGS) 4: qHTS; Transcreener GDP fluorescence polarization, RGS4-accelerated GTP hydrolysis; AID 504845, 2011; Regulator of G-protein signaling 4 (Homo sapiens), P49798; 390,000 compounds, 0.039% hits; Potency, µM (doses to about 114 µM), without a hit: top-dose activity change, negative = inhibition, usual class: inhibitors; further: potency means the concentration at half of the fitted maximal effect; on the % scale 0 is the no-effect control and ±100 the full control effect; nearly all actives have a fitted effect of over 75% in size; some results filed as inactive show a strong effect at the top dose
Target sequence (P49798 whole entry, looked up): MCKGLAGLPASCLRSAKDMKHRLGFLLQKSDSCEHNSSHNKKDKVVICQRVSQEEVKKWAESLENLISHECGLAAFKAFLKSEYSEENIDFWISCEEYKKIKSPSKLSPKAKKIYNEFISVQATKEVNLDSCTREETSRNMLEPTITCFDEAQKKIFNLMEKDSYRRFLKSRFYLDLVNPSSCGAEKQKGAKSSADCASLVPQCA
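MLSMR compounds (23 nl, pin-transferred) preincubated 10 min at room temperature with a 500nM (2x) first reagent, then RGS4 at 900nM (2x) plus Transcreener GDP mix added; fluorescence polarization (620/688 nm) read before and after 90 min at 30 °C.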
USP1-UAF1 inh = Inhibitors of USP1/UAF1: Primary Screen; Ubiquitin carboxyl-terminal hydrolase 1 (Homo sapiens), O94782; recombinant USP1/UAF1, Ub-Rhodamine cleavage fluorescence; Potency, µM (titrated, usually from 57.1 µM), for the others: at the top dose activity change, negative = inhibition, usual class: inhibitors; 390,000 compounds, 0.23% hits; AID 743255, 2014; further: potency means the concentration at half of the fitted maximal effect; on the % scale 0 is the no-effect control and ±100 the full control effect; nearly all actives have a fitted effect of over 60% in size; inactives centre near -12
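USP1/UAF1 complex (1 nM) preincubated 15 min at room temperature with compound, then Ub-Rho substrate (150 nM final) added. Kinetic fluorescence at 480/540 nm over 6 reads at 60 s intervals; 50 mM HEPES pH 7.8, 0.5 mM EDTA, 0.1 mg/ml BSA, 1 mM TCEP, 0.01% Tween-20.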
IDH1 R132H inh = qHTS for Inhibitors of mutant isocitrate dehydrogenase 1 (IDH1): qHTS; Isocitrate dehydrogenase [NADP] cytoplasmic (Homo sapiens), O75874; AID 602179, 2012; IDH1-R132H enzyme, NADPH consumption, diaphorase/resazurin fluorescence; Potency, µM (doses to about 76.6 µM), for inactives: top-dose activity change, negative = inhibition, usual class: inhibitors; 390,000 compounds, 0.093% hits; further: potency means the concentration at half of the fitted maximal effect; on the % scale 0 is the no-effect control and ±100 the full control effect; nearly all actives have a fitted effect of over 65% in size
Target sequence (O75874 whole entry R132H, stated change not applied): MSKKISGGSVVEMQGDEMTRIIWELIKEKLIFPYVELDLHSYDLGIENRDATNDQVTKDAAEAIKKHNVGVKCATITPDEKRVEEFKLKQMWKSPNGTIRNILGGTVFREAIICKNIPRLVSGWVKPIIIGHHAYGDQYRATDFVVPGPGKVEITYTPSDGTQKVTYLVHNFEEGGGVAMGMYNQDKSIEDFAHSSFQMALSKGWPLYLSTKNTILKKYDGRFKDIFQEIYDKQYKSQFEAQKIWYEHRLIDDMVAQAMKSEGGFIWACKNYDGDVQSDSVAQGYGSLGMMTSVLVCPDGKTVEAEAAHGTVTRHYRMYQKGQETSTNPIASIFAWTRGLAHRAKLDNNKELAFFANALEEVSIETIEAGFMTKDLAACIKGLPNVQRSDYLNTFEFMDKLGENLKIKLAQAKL
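IDH1-R132H (0.5 ug/mL dispensed) in pH 7.5 Tris buffer was preincubated 30 min with compound, then given a substrate mix of 0.016 mM NADPH and 2 mM alpha-KG for 80 min at room temperature; remaining NADPH was read by diaphorase/resazurin fluorescence.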
TrxR1 substrate = qHTS Assay for Substrates of Mammalian Selenoprotein Thioredoxin Reductase 1 (TrxR1): qHTS | Thioredoxin reductase 1, cytoplasmic (Rattus norvegicus), O89049 | purified TrxR1 substrate turnover, NADPH consumption readout | Potency, µM (titrated, usually from 114 µM), for the others: at the highest dose activity change, negative = substrate turnover | 390,000 compounds, 0.01% hits; further: potency means the concentration at half of the fitted maximal effect; on the % scale 0 is the no-effect control and ±100 the full control effect; nearly all actives have a fitted effect of over 50% in size
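Rat TrxR1, dispensed at 90 nM, was prereduced with 400 uM NADPH (final) for 5 min at ~22 deg C, then incubated with compound 15 min before 400 uM selenite. A first-read NADPH fluorescence drop versus no-compound background flagged substrates.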
Vif-A3F inh = qHTS for Inhibitors of Vif-A3F Interactions: qHTS | HeLa A3F-eYFP + Vif (tagged APOBEC3F with the HIV-1 protein that degrades it), YFP fluorescence increase | 390,000 compounds, 0.2% hits | Potency, µM (top dose mostly 46.1 µM), without a hit: at the top dose activity, negative = active; further: potency means the concentration at half of the fitted maximal effect; % of control where 0% means no effect; nearly all actives have a fitted effect of over 65% in size
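HeLa cells stably expressing A3F-eYFP plus Vif, plated and incubated overnight at 37 deg C, then exposed to compounds overnight at 37 deg C. Blocked degradation read as raised yellow fluorescence (Ex 488/Em 500-530).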
LDHA block = qHTS assay for inhibitors of human lactate dehydrogenase | purified LDHA, NADH/diaphorase-resazurin fluorescence; active compounds read low | L-lactate dehydrogenase A chain (Homo sapiens), P00338 | 480,000 compounds, 0.15% hits | activity change, % (values are at about 110 or 230 µM); in the data active means activity change below about -30%; inconclusive means mostly about -25% to -30%;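 further: plate controls were DMSO wells for no effect and wells without enzyme for full effect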
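LDH5 2 nM; NADH 0.06 mM, pyruvate 0.2 mM; 200 mM Tris pH 7.4, EDTA, Tween-20; 5 min RT. Detection: diaphorase 0.133 mg/mL + resazurin 37 µM, fluorescence ex540/em590 at 0 and 20 min; normalized to enzyme-free and DMSO wells.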
Vif-A3G inh = qHTS for Inhibitors of Vif-A3G Interactions: qHTS. Potency, µM (doses to about 46.1 µM), inactives show top-dose activity, negative = active, most hits filed as inhibitors. 410,000 compounds, 0.076% hits. DNA dC->dU-editing enzyme APOBEC-3G (Homo sapiens), Q9HC16. HeLa A3G-eYFP + Vif (tagged APOBEC3G with the HIV-1 protein that degrades it), YFP fluorescence, overnight;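 further: potency means the concentration at half of the fitted maximal effect; on the % scale 0 is the no-effect control and ±100 the full control effect; nearly all actives have a fitted effect of over 60% in size; hits raise eYFP signal because A3G escapes Vif-driven loss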
Target sequence (Q9HC16 whole entry, looked up): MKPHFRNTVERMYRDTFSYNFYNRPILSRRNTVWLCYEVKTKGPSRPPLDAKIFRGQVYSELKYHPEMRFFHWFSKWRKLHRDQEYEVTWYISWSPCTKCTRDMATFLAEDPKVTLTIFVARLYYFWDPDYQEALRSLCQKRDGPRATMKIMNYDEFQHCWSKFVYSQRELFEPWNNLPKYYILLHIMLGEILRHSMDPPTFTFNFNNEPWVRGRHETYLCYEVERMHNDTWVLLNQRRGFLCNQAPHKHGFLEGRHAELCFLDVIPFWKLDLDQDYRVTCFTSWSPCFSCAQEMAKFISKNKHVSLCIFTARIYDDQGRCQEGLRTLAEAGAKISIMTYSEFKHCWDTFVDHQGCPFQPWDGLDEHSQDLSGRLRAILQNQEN
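HeLa cells stably expressing Vif and C-terminally eYFP-tagged A3G, seeded overnight at 37 deg C, then exposed to compound by pintool overnight at 37 deg C. Rise in yellow fluorescence (Ex 488/Em 500-530, Acumen) marks blocked Vif-driven A3G degradation.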
GRP78 ERSR act = qHTS for Inducers of the Endoplasmic Reticulum Stress Response (ERSR) in Human Glioma: qHTS. U87-MG GRP78 promoter luciferase reporter, 16 h. Potency, µM, inactives show at the highest dose activation, usual class: activators. 420,000 compounds, 0.02% hits. AID 602332, 2012; further: potency means the concentration at half of the fitted maximal effect; series mostly up to about 76 µM; % of control where 0% means no effect; nearly all actives have a fitted effect of over 35% in size
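Stably transfected U87-MG human glioma cells carrying a GRP78-based luminescent sensor were seeded at 1000 cells/well, pin-dosed with compounds and incubated 16 h. Luciferase reagent was then added, and end-point luminescence was read after 10 min at room temperature.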
The depositor's hits bear a star; ? = inconclusive; nt = not tested or not shown; & = joins results of further samples; [ ] = another dose, or the depositor's remark. Unless noted, the call rests on the fitted dose curve; in most records, active means well fitted curve in the direction sought with a large enough effect; inconclusive means small, poorly fitted or top-dose-only effect, or another doubt; inactive means no such curve, though single readings can be large; an effect the other way counts as inactive or inconclusive.

Below each compound – LDHA block	TrxR1 inh	RGS4 inhibitor	TrxR1 substrate	Vif-A3F inh	USP1-UAF1 inh	IDH1 R132H inh	GRP78 ERSR act	Vif-A3G inh
Cc1cccc(C(C)C)c1NC(=O)COC(=O)COc1ccc2c(C)cc(=O)oc2c1
→ 12&-3	-19%[57.1 µM]	-20%	20%[57.1 µM]	8%	1%	4%	-3%	-1%
COc1cc(/C=N/NC(=O)COc2c(C)cc([N+](=O)[O-])cc2C)ccc1OC(=O)c1ccccc1Br
→ -6	9%	-40%	-6%	0%	-13%	-1%	-1%	2%
Cc1ccc(NC(=O)CSCC(=O)NC2(C)CCS(=O)(=O)C2)cc1 (stereo not given)
→ -6	6%	9%	3%	6%	-6%	3%	-3%	-4%
NC(=O)CC[C@@H]1NC(=O)[C@@H]2CCCN2C(=O)c2cc([N+](=O)[O-])cc(I)c2NCCCC[C@@H](C(=O)NC(CC(=O)O)C(N)=O)NC1=O (stereo not given in full)
→ 3	-6%	8%	-15%	-1%	?	6%	-1%	2%
N#Cc1ccccc1NC(=O)CSc1nnc(N)s1
→ -9	-10%	2%	-2%	-4%	-19%	2%	-6%	10%
CCOC(=O)N1CCN(CC(O)COC(CC)c2ccccc2)CC1 (stereo not given)
→ -7	1%[57.1 µM]	-13%	-13%	4%	-14%	6%	-5%	1%
COc1ccc(C2/C=C\CN(C(=O)NC(C)C)CC(=O)N2Cc2ccc(F)cc2)cc1 (stereo not given)
→ 1	3%	2%&-10%	-5%	-2%	-23%	13%	-5%&-4%	4%&3%
COC(=O)c1c(C)oc2ccc(N(C(=O)c3ccncc3)S(=O)(=O)c3ccc(Br)cc3)cc12
→ 4	-2%[57.1 µM]	-11%	3%[57.1 µM]	-4%	-27%	0%	-1%	-8%
CCOC(=O)C1(Cc2cccc(OC)c2)CCCN(CCO)C1 (stereo not given)
→ -3	21%[11.4 µM]	-7%	-5%	0%	-19%	-8%	2%	6%
CCOc1ccc(NC(=O)CC2C(=O)N(c3ccccc3)C(=O)N2Cc2cccc(OC)c2)cc1 (stereo not given)
→ 0	19%	13%	0%	-4%	-14%	-13%	0%	2%
COc1ccc(C2CC(c3ccccc3)Oc3c(C)ccc(C)c32)cc1 (stereo not given)
→ nt	3%&13%	-12%&-8%	-6%&-1%	nt	nt	nt	-2%&-4%	0%&-3%
CCN(C(=O)CSc1nc2ccccc2[nH]1)C1CCS(=O)(=O)C1 (stereo not given)
→ -7	14%	2%	4%	-9%	-6%	-5%	-3%	0%
O=C(NC1CCN(Cc2ccccc2)CC1)c1ccccc1F
→ -9	20%	17%	11%	-3%	?	2%	-3%	-5%
NC1=NC(=O)/C(=C\c2cccs2)S1
→ -3	-10%	24%	-10%	-6%	3%	0%	-1%	-2%
COCCN(CCOC)c1ncc(Cl)c(C(=O)c2c(C)cc3ccccn23)n1
→ -3	5%	-5%	6%	-3%	-18%	0%	-5%	0%
COc1cc(/C=N/NC(=O)Nc2ccccc2)ccc1OC(C)=O
→ -4	4%[11.4 µM]	-20%	-6%[11.4 µM]	0%	-9%	12%	2%	-1%
O=C(c1cc2ccccn2n1)N1CCN(c2cccc(C(F)(F)F)c2)CC1
→ -15	27%	10%	7%	2%	-6%	9%	-4%	0%
Cc1ccc(NC(=O)CSc2nnc(C)n2C2CC2)cc1S(=O)(=O)N1CCOCC1
→ 0	3%	-9%	4%	6%	-19%	10%	-2%	6%
CCCN(CC(=O)Nc1ccccc1OC)C(=O)c1ccc(S(=O)(=O)Nc2ccccc2)cc1
→ 0	7%	-22%	-1%	1%	-16%	11%	-6%	-1%
Cc1cc(Cl)ccc1C(=O)C1CCCN(C(=O)c2n[nH]c3c2CCCC3)C1 (stereo not given)
→ -6	3%	17%	0%	1%	-21%	-8%	-2%	0%
Cc1nn(CC(=O)N2CCc3ccccc3C2)c(C)c1Cl
→ -2	18%	-21%	2%	0%	-21%	4%	-3%	1%
Cc1cccc(C)c1NC(=O)CSc1nc(N2CCOCC2)nc(N2CCOCC2)n1
→ 1	-11%	-30%	-4%	-17%	-10%	6%	-2%	-1%
CC(C)C(=O)Nc1cccc(-c2cn3ccsc3n2)c1
→ -7	-3%	9%	-5%	6%	-13%	-1%	2%	-3%
CC(C)(C)C(=O)Cn1ncc(NC2CC2)c(Br)c1=O
→ -4	3%[57.1 µM]	17%	-7%[57.1 µM]	-4%	-7%	4%	0%	0%
COc1ccc(OC)c(CCNC(=O)c2ccc3c(c2)c(C)c(C)n3Cc2ccccc2)c1
→ 2	18%[57.1 µM]	-17%	1%[57.1 µM]	1%	-13%	6%	-3%	-2%
CCOC(=O)c1cccc(P(C)(C)=O)c1
→ -6	-4%	20%	1%	1%	-9%	4%	10%	-3%
COC(=O)c1[nH]c2ccc(F)cc2c1NC(=O)CCN1CCN(Cc2ccc3c(c2)OCO3)CC1
→ -1	10%[57.1 µM]	18%	8%	-1%	-20%	4%	-4%	1%
CCOc1ccc(N=Nc2ccc(O)c3ncccc23)cc1
→ 1	-1%	-2%	-9%	-11%	-31%	0%	-4%	4%
CCN(CC)CCNC(=O)C1CCN(c2nn3cc(-c4ccc(F)cc4)nc3s2)CC1
→ -1	13%	-7%	7%	-17%	-22%	6%	-2%	3%
O=C(O)C1CC=C(Cl)CC1C(=O)NC1CCCCC1 (stereo not given)
→ -1	18%	-7%	6%	-3%	-21%	14%	-6%	-5%

Some of these compounds in order of the USP1-UAF1 inh value, smallest number first:
Compound	TrxR1 inh	RGS4 inhibitor	TrxR1 substrate	Vif-A3F inh	USP1-UAF1 inh	IDH1 R132H inh
CCOc1ccc(N=Nc2ccc(O)c3ncccc23)cc1	-1%	-2%	-9%	-11%	-31%	0%
COc1cc(/C=N/NC(=O)COc2c(C)cc([N+](=O)[O-])cc2C)ccc1OC(=O)c1ccccc1Br	9%	-40%	-6%	0%	-13%	-1%
NC1=NC(=O)/C(=C\c2cccs2)S1	-10%	24%	-10%	-6%	3%	0%

The main list resumes; the 5 compounds before the break are reprinted first.
Below each compound – LDHA block	TrxR1 inh	RGS4 inhibitor	TrxR1 substrate	Vif-A3F inh	USP1-UAF1 inh	IDH1 R132H inh	GRP78 ERSR act	Vif-A3G inh
CCOC(=O)c1cccc(P(C)(C)=O)c1
→ -6	-4%	20%	1%	1%	-9%	4%	10%	-3%
COC(=O)c1[nH]c2ccc(F)cc2c1NC(=O)CCN1CCN(Cc2ccc3c(c2)OCO3)CC1
→ -1	10%[57.1 µM]	18%	8%	-1%	-20%	4%	-4%	1%
CCOc1ccc(N=Nc2ccc(O)c3ncccc23)cc1
→ 1	-1%	-2%	-9%	-11%	-31%	0%	-4%	4%
CCN(CC)CCNC(=O)C1CCN(c2nn3cc(-c4ccc(F)cc4)nc3s2)CC1
→ -1	13%	-7%	7%	-17%	-22%	6%	-2%	3%
O=C(O)C1CC=C(Cl)CC1C(=O)NC1CCCCC1 (stereo not given)
→ -1	18%	-7%	6%	-3%	-21%	14%	-6%	-5%
COc1cc(/C=C2\OC(=O)c3c(OC)cccc32)ccc1O
→ -4	9%[57.1 µM]	18%	12%[57.1 µM]	-6%	-9%	2%	12%	2%
CN(C)C(N)=NCCC[C@H](N)C(=O)O
→ -4	21%[57.1 µM]	-5%[56.9 µM]	9%[57.1 µM]	7%	14%	-3%	0%&-1%	1%
CC(C)(C)NC(=O)CCc1nnc(Cc2c[nH]c3ccccc23)o1
→ 0	?	44%	3%	2%	1%	24%	1%	-4%
CC(C)c1ccc(-c2nnc(N)s2)cc1
→ 0	6%	-52%	2%	1%	-12%	11%	-1%	1%
O=C(Cc1ccccc1)NC(c1ccco1)c1c(O)ccc2ccccc12 (stereo not given)
→ 5	-11%	-14%	4%	?	-12%	10%	-7%	0%
Cc1ccc(C(=O)CCS(=O)(=O)c2ccc(Cl)cc2)cc1
→ -7	0.56µM*	1%	-1%	4%	-16%	1%	-18%	-7%
CCOC(=O)c1[nH]c2ccccc2c1NC(=O)CCN1CCN(C(=O)OCC)CC1
→ 3	2%	18%	10%	2%	1%	-3%	-4%	3%

Compound activity from PubChem.

These rows are one share of the data; rates above refer to the full screens.
